Vif-A3G inh – blocks the Vif interaction with human APOBEC3G | actives 0.076% (n = 410,000) | Potency, µM (titrated, usually from 46.1 µM), inactives show at the highest dose activity, negative = active, most hits filed as inhibitors | HeLa A3G-eYFP + Vif (tagged APOBEC3G with the HIV-1 protein that degrades it), YFP fluorescence, overnight;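 further: on the % scale 0 is the no-effect control and ±100 the full control effect; nearly all actives have a fitted effect of over 60% in size; hits raise eYFP signal because A3G escapes Vif-driven loss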
Target sequence (Q9HC16 whole entry, looked up): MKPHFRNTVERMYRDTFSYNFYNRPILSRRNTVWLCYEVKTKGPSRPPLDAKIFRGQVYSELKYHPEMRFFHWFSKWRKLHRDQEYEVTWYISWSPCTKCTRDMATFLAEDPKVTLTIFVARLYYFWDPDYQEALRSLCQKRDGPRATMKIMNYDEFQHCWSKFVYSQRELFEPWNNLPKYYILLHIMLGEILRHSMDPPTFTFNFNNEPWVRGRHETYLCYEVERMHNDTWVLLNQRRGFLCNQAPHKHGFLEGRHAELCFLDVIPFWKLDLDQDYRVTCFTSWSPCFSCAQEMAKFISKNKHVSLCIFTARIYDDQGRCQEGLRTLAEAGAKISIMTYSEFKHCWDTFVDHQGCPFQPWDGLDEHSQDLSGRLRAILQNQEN
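Read-out is eYFP fluorescence (Ex 488/Em 500-530) from Vif-expressing HeLa A3G-eYFP cells; more signal means A3G escaped Vif-mediated degradation. Cells plated overnight, compound pinned in, incubated overnight at 37 deg C.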
TrxR1 substrate – substrates of rat thioredoxin reductase 1. O89049. purified TrxR1 substrate turnover, NADPH consumption readout. Potency, µM (highest dose often 114 µM), inactives show top-dose activity change, negative = substrate turnover. actives 0.01% (n = 390,000); further: on the % scale 0 is the no-effect control and ±100 the full control effect; nearly all actives have a fitted effect of over 50% in size
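Rat TrxR1, dispensed at 90 nM, was prereduced with 400 uM NADPH (final) for 5 min at ~22 deg C, then incubated with compound 15 min before 400 uM selenite. A first-read NADPH fluorescence drop versus no-compound background flagged substrates.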
RGS4 inhibitor – human RGS4 inhibition; Transcreener GDP fluorescence polarization, RGS4-accelerated GTP hydrolysis; Potency, µM (series often up to 114 µM), inactives show at the top dose activity change, negative = inhibition, actives largely listed as inhibitors; actives 0.039% (n = 390,000); AID 504845; further: on the % scale 0 is the no-effect control and ±100 the full control effect; nearly all actives have a fitted effect of over 75% in size; some results filed as inactive show a strong effect at the top dose
Target sequence (P49798 whole entry, looked up): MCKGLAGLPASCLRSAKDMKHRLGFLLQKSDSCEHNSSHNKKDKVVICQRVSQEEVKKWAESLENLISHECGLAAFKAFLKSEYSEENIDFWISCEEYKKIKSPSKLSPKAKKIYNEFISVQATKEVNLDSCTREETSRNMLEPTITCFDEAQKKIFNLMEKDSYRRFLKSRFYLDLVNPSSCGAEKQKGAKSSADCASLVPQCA
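MLSMR compounds (23 nl, pin-transferred) preincubated 10 min at room temperature with a 500nM (2x) first reagent, then RGS4 at 900nM (2x) plus Transcreener GDP mix added; fluorescence polarization (620/688 nm) read before and after 90 min at 30 °C.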
12-LOX inh – ALOX12 (human) lipoxygenase inhibition. P18054. purified 12hLO, xylenol orange hydroperoxide absorbance. Potency, µM (series often up to 108 µM), inactives show at the highest dose activity change, negative = inhibition, actives largely listed as inhibitors. actives 1.1% (n = 580,000). AID 1671190; further: on the % scale 0 is the no-effect control and ±100 the full control effect
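Purified human 12hLO (150 nM final) in 25 mM Hepes, 0.01% Triton X-100, pH 7.0 was preincubated 15 min at room temperature with compound. Then 40 uM arachidonic acid was added, 30 min. Hydroperoxide was read by Fe-XO absorbance ratio 573/405 nm.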
TrxR1 inh – blocks rat thioredoxin reductase 1; O89049; recombinant rTrxR1, NADPH fluorescence consumption, selenite substrate; Potency, µM (highest dose often 114 µM), without a hit: at the top dose activity change, negative = inhibition, actives largely listed as inhibitors; actives 1% (n = 390,000); further: on the % scale 0 is the no-effect control and ±100 the full control effect; nearly all actives have a fitted effect of over 65% in size
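Rat TrxR1 (90 nM in the dispensed reagent) was pre-reduced with 400 uM NADPH for 5 min at room temperature, then incubated with compound for 15 min. After 400 uM selenite was added, NADPH fluorescence (Ex 340/Em 450 nm) was followed for 8 min.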
RXFP1 agonist – agonists of human relaxin receptor RXFP1; Q9HBX9; actives 0.3% (n = 370,000); HEK293T-RXFP1 cAMP TR-FRET, 30 min; response scale: percent of porcine relaxin response, buffer zero; Potency, µM (titrated, usually from 57.5 µM), without a hit: at the highest dose activation, most hits filed as activators; further: on the % scale 0 is the no-effect control and ±100 the full control effect; nearly all actives have a fitted effect of over 60% in size; many of its hits are not listed in these tables
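HEK293T cells stably expressing RXFP1 were pretreated with the PDE4 inhibitor Ro 20174, exposed to compounds for 30 min at 37C, lysed, and cAMP was read by TR-FRET. Data normalized to buffer (basal) and 29 nM porcine relaxin (100%).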
USP1 inh – inhibitors of human USP1/UAF1 deubiquitinase; recombinant USP1/UAF1, Ub-Rhodamine cleavage fluorescence; Potency, µM (doses to about 57.1 µM), inactives show at the highest dose activity change, negative = inhibition, actives largely listed as inhibitors; actives 0.23% (n = 390,000); further: on the % scale 0 is the no-effect control and ±100 the full control effect; nearly all actives have a fitted effect of over 60% in size; inactives centre near -12
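Step one: compound is pinned into 1nM USP1/UAF1 in HEPES pH 7.8 buffer with TCEP. Step two: 15 min room-temperature incubation. Step three: Ub-Rho (150nM final) starts cleavage, tracked by fluorescence over six one-minute reads.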
mIDH1 inhibitor – blocks human mutant IDH1 R132H enzyme; O75874; IDH1-R132H enzyme, NADPH consumption, diaphorase/resazurin fluorescence; Potency, µM (titrated, usually from 76.6 µM), inactives show at the top dose activity change, negative = inhibition, hits mostly inhibitors; actives 0.093% (n = 390,000); AID 602179; further: on the % scale 0 is the no-effect control and ±100 the full control effect; nearly all actives have a fitted effect of over 65% in size
Target sequence (O75874 whole entry R132H, stated change not applied): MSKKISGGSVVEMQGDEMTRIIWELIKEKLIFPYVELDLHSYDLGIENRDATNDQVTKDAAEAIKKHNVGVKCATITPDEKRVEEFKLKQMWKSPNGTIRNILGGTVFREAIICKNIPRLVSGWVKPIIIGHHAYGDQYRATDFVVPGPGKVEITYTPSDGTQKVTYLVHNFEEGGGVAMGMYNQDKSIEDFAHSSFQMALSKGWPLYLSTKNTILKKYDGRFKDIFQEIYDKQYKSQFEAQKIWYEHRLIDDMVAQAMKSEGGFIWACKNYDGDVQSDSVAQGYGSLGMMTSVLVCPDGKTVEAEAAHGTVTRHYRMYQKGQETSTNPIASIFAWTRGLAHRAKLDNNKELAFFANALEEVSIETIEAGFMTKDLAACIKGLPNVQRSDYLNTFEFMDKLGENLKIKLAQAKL
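IDH1-R132H (0.5 ug/mL) preincubated 30 min with compound, then NADPH (0.016 mM) and alpha-KG (2 mM) added; 80 min at RT, pH 7.5. Remaining NADPH coupled via diaphorase/resazurin to fluorescence (540/590 nm); concentration-response curves normalized to no-enzyme control.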
Vif-A3F inh – inhibitors of Vif-A3F interaction; actives 0.2% (n = 390,000); HeLa A3F-eYFP + Vif (tagged APOBEC3F with the HIV-1 protein that degrades it), YFP fluorescence increase; Potency, µM (titrated, usually from 46.1 µM), without a hit: at the highest dose activity, negative = active; further: % of control where 0% means no effect; nearly all actives have a fitted effect of over 65% in size
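HeLa cells stably expressing A3F-eYFP plus Vif, plated and incubated overnight at 37 deg C, then exposed to compounds overnight at 37 deg C. Blocked degradation read as raised yellow fluorescence (Ex 488/Em 500-530).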
* marks the source's active call; other numbers are inactive results; & = joins results of further samples; [ ] = another dose, or the depositor's remark. The call rests on the fitted dose curve; in most records, active means well fitted curve in the direction sought with a large enough effect; inconclusive means small, poorly fitted or top-dose-only effect, or another doubt; inactive means no such curve, though single readings can be large; an effect the other way counts as inactive or inconclusive. Potency means the concentration at half of the fitted maximal effect. Not all compounds are listed; rates above refer to the full screens.

How did COc1ccc(C)cc1NC(=O)C(OC(=O)Cn1cnc2c1c(=O)n(C)c(=O)n2C)c1ccccc1 (stereo not given) do in these assays?
Vif-A3G inh: 0%; TrxR1 substrate: -2%; RGS4 inhibitor: 24%; 12-LOX inh: -22%; TrxR1 inh: 8%; RXFP1 agonist: 2.9%; USP1 inh: -17%; mIDH1 inhibitor: -2%; Vif-A3F inh: -14%

How did O=C(c1cc2cc(F)ccc2[nH]1)N1CCN(c2cccc(Cl)c2)CC1 do in these assays?
Vif-A3G inh: 1%; TrxR1 substrate: 2%; RGS4 inhibitor: 10%; 12-LOX inh: 0%; TrxR1 inh: 18%; RXFP1 agonist: 0.1%; USP1 inh: inconclusive; mIDH1 inhibitor: 0%; Vif-A3F inh: -14%

Results for O=C(NNC1OC(CO)C(O)C(O)C1O)c1cccnc1 (stereo not given) ?
Vif-A3G inh: -3%; TrxR1 substrate: 7%[57.1 µM]; RGS4 inhibitor: -4%; 12-LOX inh: 8%; TrxR1 inh: 20%[57.1 µM]; RXFP1 agonist: 0.5%; USP1 inh: -8%; mIDH1 inhibitor: 0%; Vif-A3F inh: 8%

Results for O=C(CCN1N=C(c2ccccc2)CCC1=O)NC1CCCCC1 ?
Vif-A3G inh: -5%; 12-LOX inh: -6%; USP1 inh: -8%; mIDH1 inhibitor: -2%; Vif-A3F inh: 1%

Results for CC(C)CC(=O)Nc1nc(=S)ss1 ?
Vif-A3G inh: -1%; TrxR1 substrate: 10%[57.1 µM]; RGS4 inhibitor: inconclusive; 12-LOX inh: inconclusive; TrxR1 inh: -11%[57.1 µM]; RXFP1 agonist: -1.4%; USP1 inh: -6%; mIDH1 inhibitor: 3%; Vif-A3F inh: -7%

Results for COc1cc(/C=C/[N+](=O)[O-])ccc1OC(=O)/C=C/c1ccc(F)cc1 ?
Vif-A3G inh: 2%; TrxR1 substrate: 6%; RGS4 inhibitor: -8%; 12-LOX inh: -3%; TrxR1 inh: -19%[57.1 µM]; RXFP1 agonist: 1.6%; USP1 inh: -16%; mIDH1 inhibitor: -1%; Vif-A3F inh: 7%

What do the screens show for `CCNS(=O)(=O)c1ccc(NC(=O)c2ccc(Cn3cc(Br)cn3)o2)cc1`?
Vif-A3G inh: 0%; TrxR1 substrate: -6%; RGS4 inhibitor: -9%; 12-LOX inh: -15%; TrxR1 inh: -3%; RXFP1 agonist: 0.5%; USP1 inh: -16%; mIDH1 inhibitor: 2%; Vif-A3F inh: 4%

Results for CSc1nnc(C)c(=O)n1COC(=O)COc1ccc2ccccc2c1 ?
Vif-A3G inh: -2%; TrxR1 substrate: 8%[57.1 µM]; RGS4 inhibitor: 4%; 12-LOX inh: -12%; TrxR1 inh: 10%; RXFP1 agonist: 1.2%; USP1 inh: -13%; mIDH1 inhibitor: 3%; Vif-A3F inh: 0%

What do the screens show for `COc1cccc(C(=O)OCc2ccccc2C#N)c1O`?
Vif-A3G inh: -1%; TrxR1 substrate: -7%; RGS4 inhibitor: -2%[11.4 µM]; 12-LOX inh: 24%; TrxR1 inh: -6%[57.1 µM]; RXFP1 agonist: 1.4%; USP1 inh: 0%; mIDH1 inhibitor: 12%; Vif-A3F inh: 8%

Results for CCN1C(=NCC(C)C)N[C@@H](CCc2ccccc2)[C@H](C(=O)NCC(C)C)[C@H]1C ?
Vif-A3G inh: 2%; TrxR1 substrate: 1%; RGS4 inhibitor: -21%; TrxR1 inh: 13%; RXFP1 agonist: 1.8%&1.7%; USP1 inh: -26%; mIDH1 inhibitor: 11%; Vif-A3F inh: 2%

What do the screens show for `C=CCn1c(C)cc(C(=O)CSc2nnc(NCc3ccccc3)s2)c1C`?
Vif-A3G inh: inconclusive; TrxR1 substrate: -3%; RGS4 inhibitor: -19%; 12-LOX inh: 1%; TrxR1 inh: -3%; RXFP1 agonist: 0.5%; USP1 inh: -10%; mIDH1 inhibitor: 10%; Vif-A3F inh: -27%

Results for O=C(/C=C/c1ccco1)NC(=S)Nc1ccccc1N1CCCC1 ?
Vif-A3G inh: -15%; TrxR1 substrate: -24%; RGS4 inhibitor: 7%[11.4 µM]; 12-LOX inh: inconclusive; TrxR1 inh: inconclusive; RXFP1 agonist: 1.9%; USP1 inh: inconclusive; mIDH1 inhibitor: -10%; Vif-A3F inh: inconclusive

Copied from above for reference:
What do the screens show for `C=CCn1c(C)cc(C(=O)CSc2nnc(NCc3ccccc3)s2)c1C`?
Vif-A3G inh: inconclusive; TrxR1 substrate: -3%; RGS4 inhibitor: -19%; 12-LOX inh: 1%; TrxR1 inh: -3%; RXFP1 agonist: 0.5%; USP1 inh: -10%; mIDH1 inhibitor: 10%; Vif-A3F inh: -27%

Results for O=C(/C=C/c1ccco1)NC(=S)Nc1ccccc1N1CCCC1 ?
Vif-A3G inh: -15%; TrxR1 substrate: -24%; RGS4 inhibitor: 7%[11.4 µM]; 12-LOX inh: inconclusive; TrxR1 inh: inconclusive; RXFP1 agonist: 1.9%; USP1 inh: inconclusive; mIDH1 inhibitor: -10%; Vif-A3F inh: inconclusive

Next part:
Results for COc1cccc(OC)c1Nc1nc(C)nc2c1nnn2Cc1ccccc1Cl ?
Vif-A3G inh: 0%; TrxR1 substrate: 4%[57.1 µM]; RGS4 inhibitor: 7%; 12-LOX inh: -1%; TrxR1 inh: 19%[57.1 µM]; RXFP1 agonist: 2.5%; USP1 inh: -14%; mIDH1 inhibitor: 8%; Vif-A3F inh: 3%

Results for Cc1cc(C)c2cc(CN(Cc3ccco3)C(=O)NCc3ccccc3)c(=O)[nH]c2c1 ?
Vif-A3G inh: -1%; TrxR1 substrate: -5%[11.4 µM]; RGS4 inhibitor: inconclusive; 12-LOX inh: inconclusive; TrxR1 inh: 28%[11.4 µM]; RXFP1 agonist: 2.7%; USP1 inh: -25%; mIDH1 inhibitor: 5%; Vif-A3F inh: 0%

How did O=C(O)CSCC(=O)NCc1ccc(Cl)cc1 do in these assays?
Vif-A3G inh: 0%; TrxR1 substrate: -2%; RGS4 inhibitor: 7%; 12-LOX inh: 0%; TrxR1 inh: 23%; RXFP1 agonist: -0.6%; USP1 inh: -12%; mIDH1 inhibitor: -9%; Vif-A3F inh: 6%

How did COc1ccc(C(CC(=O)N2CCCC2)c2c(O)cc(OC)cc2OC)cc1 (stereo not given) do in these assays?
Vif-A3G inh: -4%&2%; TrxR1 substrate: 2%&1%; RGS4 inhibitor: 7%&9%; 12-LOX inh: 17%; TrxR1 inh: 10%&13%; RXFP1 agonist: -0.5%; USP1 inh: -21%; mIDH1 inhibitor: 27%; Vif-A3F inh: 5%

Results for CC(O)(CS(=O)(=O)Cc1ccccc1)c1ccccc1Cl (stereo not given) ?
Vif-A3G inh: -3%; TrxR1 substrate: 5%; RGS4 inhibitor: -6%; 12-LOX inh: -4%; TrxR1 inh: 0%; RXFP1 agonist: -1.5%; USP1 inh: -1%; mIDH1 inhibitor: 8%; Vif-A3F inh: -4%

Results for CCOc1ccc(C(=O)NCC(=O)OCc2csc(-c3ccccc3)n2)cc1 ?
Vif-A3G inh: 1%; TrxR1 substrate: -1%; RGS4 inhibitor: 3%[11.4 µM]; 12-LOX inh: 5%; TrxR1 inh: 20%; RXFP1 agonist: 1.0%; USP1 inh: -11%; mIDH1 inhibitor: 0%; Vif-A3F inh: 0%

How did O=C(Nc1ccccc1Sc1ccccc1)c1cnn2c1NC(=C1CC1)C=C2C(F)F do in these assays?
Vif-A3G inh: 1%; TrxR1 substrate: -3%; RGS4 inhibitor: 1%; TrxR1 inh: 16%

What do the screens show for `COc1ccccc1NS(=O)(=O)c1cccc(NC(=O)CCNC(=O)c2ccccc2OC)c1`?
Vif-A3G inh: 1%; TrxR1 substrate: -7%; RGS4 inhibitor: 10%; 12-LOX inh: 443%[activator]; TrxR1 inh: 17%; RXFP1 agonist: -1.5%; USP1 inh: -10%; mIDH1 inhibitor: -2%; Vif-A3F inh: 5%

How did COc1ccc(NC(=O)CSc2oc(-c3ccc(F)cc3)nc2S(=O)(=O)c2ccc(C)cc2)c(OC)c1 do in these assays?
Vif-A3G inh: -1%; TrxR1 substrate: 4%[2.29 µM]; RGS4 inhibitor: -29%; 12-LOX inh: -30%; TrxR1 inh: inconclusive; RXFP1 agonist: 3.1%; USP1 inh: -4%; mIDH1 inhibitor: 0%; Vif-A3F inh: 4%

Results for CCCCCC(=O)NC(NC(=S)NC1CCS(=O)(=O)C1)C(Cl)(Cl)Cl (stereo not given) ?
Vif-A3G inh: 0%; TrxR1 substrate: 7%; RGS4 inhibitor: 8%; 12-LOX inh: -38%; TrxR1 inh: 12%; RXFP1 agonist: 0.6%; USP1 inh: -8%; mIDH1 inhibitor: -1%; Vif-A3F inh: -11%

What do the screens show for `Cc1ccc(CCN2CC(C(=O)NCCCN3CCN(C)CC3)CC2=O)cc1` (stereo not given)?
Vif-A3G inh: 0%; TrxR1 substrate: 1%; RGS4 inhibitor: 16%; 12-LOX inh: -1%; TrxR1 inh: 0%; RXFP1 agonist: 0.9%; USP1 inh: -8%; mIDH1 inhibitor: 3%; Vif-A3F inh: 3%

Screens: PubChem BioAssay, National Center for Advancing Translational Sciences (NCATS)
